Assay outcomes deposited in PubChem by The Scripps Research Institute Molecular Screening Center.
TDP2 absorb – blocks human TDP2 phosphodiesterase activity; inhibition, % at 12.8 µM; 370,000 compounds, 0.34% hits; recombinant TDP2, T5PNP hydrolysis, p-nitrophenol absorbance 415 nm; AID 720702;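 active means inhibition above the mean of all tested compounds plus 3 SD, set per campaign, cut at about 25% in these data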;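 further: 0% = DMSO with enzyme and 100% = buffer with substrate but no TDP2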
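test system = human TDP2 enzyme | input = TDP2 enzyme at 120 nM final | medium = 50 mM Tris-HCl pH 7.5 with Mg2+, KCl, DTT, BSA | also added = T5PNP substrate, 5 mM | times = 2 h at 37 °C | technique = epi absorbance | benchmarks = high control without enzyme, low control DMSO plus TDP2 | replication = each compound tested once, singlicate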
ARFGAP1 inhibitor – inhibitors of rat ARFGAP1. AID 651572. inhibition, % at 16.5 µM. Arfgap1-stimulated ARF1 GTP hydrolysis, GDP FP detection. 360,000 compounds, 0.26% hits. Q62848;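 active means inhibition above a per-plate limit, mean inhibition of low control wells plus 3 SD, cut at about 25% in these data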;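 further: 0% = DMSO wells with enzyme and 100% = wells lacking Arfgap1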
Target sequence (Q62848 1-136 limits assumed): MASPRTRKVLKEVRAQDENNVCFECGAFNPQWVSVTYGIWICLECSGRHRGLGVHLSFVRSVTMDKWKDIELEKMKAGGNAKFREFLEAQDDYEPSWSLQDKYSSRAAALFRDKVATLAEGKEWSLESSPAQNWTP
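System: truncated rat Arfgap1 GAP domain / Medium: HEPES-based buffer, pH 7.5 / Also added: N-terminally truncated human ARF1-GTP substrate / Incubation: enzyme reaction 120 min at 25 °C after 20 min preincubation / Measured by: FP of antibody-bound GDP Alexa 633 tracer, ex 620/em 688 nm / Replicates: singlicate, each compound tested once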
DDE Tn6 FP inh – DD(E)-Tn6 binding inhibition, primary FP screen. inhibition, % at 8.3 µM. P02675. Fibrin DD(E) TRITC-Tn6 fluorescence polarization displacement. 370,000 compounds, 0.21% hits;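 active means inhibition above a per-campaign cutoff: mean of compounds within control limits plus 3 SD, cut at about 15% in these data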;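 further: 0% = median of all compound wells on the plate and 100% = blocking peptide control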
LEDGF integ inh – blocks HIV-1 LEDGF/p75-dependent DNA integration. TR-FRET IN-LEDGF/p75 DNA integration, Eu/Cy5. inhibition, % at 3.7 µM. AID 743269. 370,000 compounds, 0.64% hits;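 active means inhibition above the screen-wide mean plus 3 SD, cut at about 13% in these data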;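 further: signal is the Cy5 over europium emission ratio at 671 and 618 nm; 0% = plate median of compound wells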
DDE Tn7 FP inh – DD(E)-Tn7 binding inhibition, primary FP screen; FP displacement of FITC-Tn7 peptide from fibrin DD(E); 0% = median of compound wells per plate; inhibition, % at 8.3 µM; 370,000 compounds, 0.13% hits;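 active means inhibition above the mean of compounds falling within the control limits plus 3 SD of them, cut at about 14% in these data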;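 further: 0% = plate median of compound wells and 100% = 10 µM Aha-Tn7 peptide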
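Measure: % inhibition scaled between sample-field median and high-control FP; Test system: human fibrin DD(E); Quantity: 2 µM final DD(E) protein; Doses: one dose, 8.3 µM nominal; Schedule: compound with protein 10 min, then 3 h after probe, room temperature; Detection: fluorescence polarization; Medium: Tris buffer with calcium and detergent, pH 7.8.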
PLCg1 inh – blocks human PLC-gamma1 enzyme activity; P19174; 370,000 compounds, 0.84% hits; inhibition, % at 12.2 µM; purified PLC-gamma1, fluorogenic substrate, fluorescence; in the data active means inhibition above about 9.5%
ADAM10 inh – ADAM10 inhibition, QFRET primary screen; recombinant ADAM10, EDANS/DABCYL FRET peptide cleavage, 3 h; inhibition, % at 7 µM; 370,000 compounds, 0.62% hits; AID 720582;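 active means inhibition above a per-campaign cutoff equal to the mean of compounds falling between control-based bounds plus 3 SD, cut at about 20% in these data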;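 further: 0% = DMSO wells while the 100% control is not disclosed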
ADAM17 inh – inhibits human ADAM17; P78536; recombinant ADAM17, EDANS/DABCYL FRET peptide cleavage; inhibition, % at 6.95 µM; 370,000 compounds, 0.83% hits;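 active means inhibition above the mean of compounds lying between control limits plus 3 SD, set per campaign, cut at about 8.5% in these data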;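 further: 0% = DMSO-only wells as the low control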
Target sequence (P78536 215-824 limits assumed): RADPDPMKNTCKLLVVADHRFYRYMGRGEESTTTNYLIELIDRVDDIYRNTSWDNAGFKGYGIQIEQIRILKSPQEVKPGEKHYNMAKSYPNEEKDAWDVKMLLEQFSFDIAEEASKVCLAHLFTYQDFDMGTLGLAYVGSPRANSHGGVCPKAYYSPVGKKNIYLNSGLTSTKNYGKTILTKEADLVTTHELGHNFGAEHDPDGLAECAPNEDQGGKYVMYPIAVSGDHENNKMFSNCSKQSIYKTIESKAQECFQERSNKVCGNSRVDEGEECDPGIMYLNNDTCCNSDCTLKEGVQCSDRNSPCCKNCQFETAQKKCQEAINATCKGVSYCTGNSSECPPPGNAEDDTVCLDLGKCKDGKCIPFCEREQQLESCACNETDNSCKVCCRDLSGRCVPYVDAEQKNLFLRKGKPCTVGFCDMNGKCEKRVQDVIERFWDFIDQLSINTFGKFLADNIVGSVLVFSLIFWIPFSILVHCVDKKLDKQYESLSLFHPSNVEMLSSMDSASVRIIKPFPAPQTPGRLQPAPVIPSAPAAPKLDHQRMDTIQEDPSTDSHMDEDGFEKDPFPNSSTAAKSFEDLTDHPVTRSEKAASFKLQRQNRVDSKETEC
KLK7 zymogen act – proKLK7 (human) activation, primary screen; 370,000 compounds, 0.9% hits; activation, % at 7 µM; AID 652039; purified proKLK7, EDANS-DABCYL substrate fluorescence; 100% is mature enzyme control, 0% vehicle;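 active means activation above the mean of all tested compounds plus 3 SD, computed per campaign excluding outliers beyond control limits, cut at about 13% in these data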
Target sequence (P49862 whole entry, looked up): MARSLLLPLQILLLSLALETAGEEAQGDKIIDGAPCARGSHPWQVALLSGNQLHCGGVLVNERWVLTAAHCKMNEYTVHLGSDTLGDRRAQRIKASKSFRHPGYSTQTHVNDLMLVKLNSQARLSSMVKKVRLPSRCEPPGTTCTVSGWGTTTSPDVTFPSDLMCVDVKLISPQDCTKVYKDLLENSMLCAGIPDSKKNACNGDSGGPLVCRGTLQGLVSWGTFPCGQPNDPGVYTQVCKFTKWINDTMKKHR
ASAP1 inh – blocks human ASAP1-stimulated Arf1 GTP hydrolysis; 360,000 compounds, 0.19% hits; inhibition, % at 16.5 µM; AID 624377; Q9ULH1; GDP FP detection; in the data active means inhibition above about 25%;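 further: 0% = vehicle with enzyme and substrate and 100% = no enzyme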
Active calls of the source: *; x = no result given.

entry	molecule	TDP2 absorb	ARFGAP1 inhibitor	DDE Tn6 FP inh	LEDGF integ inh	DDE Tn7 FP inh
1	COc1ccc(NC(=O)C2CC(=O)N(Cc3ccc(C)cc3)C2)cc1S(=O)(=O)N1CCCCC1 (centres undefined)	6	-4	6	-1	3
2	Cc1ccc(CNCc2cccnc2)cc1	1	-2	-4	-3	-6
3	CC(C)C[C@H](CO)Nc1nc(N(C)c2cccc(Cl)c2)c2ncn(C(C)C)c2n1	1	-10	12	0	4
4	CCCCn1c(=N)n(CC(O)COc2cccc(C)c2)c2ccccc21 (centres undefined)	-5	-1	1	4	1
5	CCNC(=O)O/N=C(\C)c1sc(-c2ccc(Cl)cc2)nc1C	-20	-3	0	11	0
6	O=C(CCc1nnc(Cc2ccc3c(c2)OCO3)o1)NCc1nc2ccccc2s1	-2	3	-3	-1	-2
7	CC(NC(=O)C(=O)NCCC1=CCCCC1)c1ccccc1 (centres undefined)	-1	15	-7	-2	-2
8	COc1cccc(CN2CC(C(=O)N(C)Cc3ccc(C)cc3)CCC2=O)c1 (centres undefined)	7	-1	0	-5	-1
9	CCOC(=O)c1c(C)[nH]c(C)c1C(=O)COC(=O)/C=C/c1ccc(OC)cc1	1	-10	4	-4	-1
10	CCCOC(=O)C1C2C=CC3(CN(c4cccc(Cl)c4)C(=O)C13)O2 (centres undefined)	-3	4	-4	0	-6
11	Cc1occc1C(=O)N/N=C/c1ccc(N(C)C)cc1	12	4	-3	-1	-1
12	O=c1oc(Nc2ccccc2Cl)nc2ccccc12	7	12	0	-1	-3

entry	PLCg1 inh	ADAM10 inh	ADAM17 inh	KLK7 zymogen act	ASAP1 inh
1	0	1	-1	0.3	-8
2	1	-3	-4	0.1	3
3	-16	-1	-3	-0.6	-10
4	3	-3	-6	-0.3	-12
5	0	12	9.8*	0.1	6
6	-2	4	1	-0.9	-10
7	3	-8	3	0.0	8
8	-1	-6	-3	-0.4	-4
9	1	-6	-1	0.2	9
10	1	-7	0	0.4	4
11	-48	-119	-40	2.9	-4
12	-14	-23	-8	0.6	-8

Next entries:
entry	molecule	TDP2 absorb	ARFGAP1 inhibitor	DDE Tn6 FP inh	LEDGF integ inh	DDE Tn7 FP inh
13	CCCCC1(COC(=O)CCC(=O)O)C(=O)N(c2ccccc2)N(c2ccccc2)C1=O	10	-11	5	-4	8
14	COc1ccccc1-n1c(Cc2cccc3ccccc23)nnc1SCC(=O)O	-7	9	-4	2	-4
15	O=C1OCCC1Sc1ncnc2sc3c(c12)CCC3 (centres undefined)	8	-6	1	2	-1
16	COc1cc(Br)cc(CNc2ccc(F)c([N+](=O)[O-])c2)c1O	-1	0	4	-1	3
17	COc1ccc(CCNC(=O)c2ccccc2NC(=O)C2=C(C)OCCS2)cc1OC	5	-6	-1	0	3
18	COc1ccc(/C=C2\CCn3c2nc2cc(C(=O)O)ccc2c3=O)cc1	5	6	-1	-1	2
19	O=C(CC1COc2ccccc2O1)NC1CCCCC1 (centres undefined)	1	5	4	1	-1
20	CCOc1ccccc1C(=O)N[C@H](C(=O)OCc1cc(=O)oc2cc(C)ccc12)C(C)C	3	2	-4	3	4
21	CC(=O)OCc1ccccc1Sc1ccccc1C(=O)NCc1ccccc1	-3	11	-7	1	-3
22	Cc1ccc(Cc2c(-c3ccc(Br)cc3)nc3ccc(Cl)cn23)cc1	8	-13	2	14*	4
23	CCN(CC)CCCNC(=O)c1ccc(CS(=O)(=O)c2ccccc2OC)o1	-15	6	-2	2	2
24	CCc1nc(SCC(=O)Nc2nnc(CC(C)C)s2)n[nH]1	6	0	-2	0	10

entry	PLCg1 inh	ADAM10 inh	ADAM17 inh	KLK7 zymogen act	ASAP1 inh
13	1	-1	-5	0.0	-10
14	-1	3	0	0.5	-1
15	-1	-2	-2	2.5	11
16	0	20*	6	-0.2	-4
17	2	-4	1	0.5	10
18	-22	-24	-12	0.3	3
19	1	-7	0	0.7	-12
20	1	-3	3	0.7	9
21	-2	-19	-9	-0.6	4
22	-4	-12	-5	-1.0	0
23	2	2	-1	0.5	-2
24	0	3	-4	-0.3	-1

Record cards, as listed above. Screens in order: TDP2 absorb, ARFGAP1 inhibitor, DDE Tn6 FP inh, LEDGF integ inh, DDE Tn7 FP inh, PLCg1 inh, ADAM10 inh, ADAM17 inh, KLK7 zymogen act, ASAP1 inh
COc1ccc(CCNC(=O)c2ccccc2NC(=O)C2=C(C)OCCS2)cc1OC in the list: 5, -6, -1, 0, 3, 2, -4, 1, 0.5, 10
COc1cccc(CN2CC(C(=O)N(C)Cc3ccc(C)cc3)CCC2=O)c1 (centres undefined) in the list: 7, -1, 0, -5, -1, -1, -6, -3, -0.4, -4

(continued)
entry	molecule	TDP2 absorb	ARFGAP1 inhibitor	DDE Tn6 FP inh	LEDGF integ inh	DDE Tn7 FP inh
25	Cc1ccc(-c2cc(-c3ccccc3[N+](=O)[O-])[nH]n2)c(O)c1	-8	41*	-20	1	3
26	CN(CCOc1ccccc1)C(=O)C1CCN(C(=O)c2ccc(Cl)cc2)CC1	6	-6	-6	0	-10
27	Cc1ccc(OCCn2c(CCNC(=O)C3CCCCCC3)nc3ccccc32)cc1	-8	x	-4	2	-1
28	CC[C@@H](NC(=O)[C@H](Cc1ccccc1)NC(=O)CC[C@H]1O[C@@H](n2ccc(=O)[nH]c2=O)[C@H](O)[C@@H]1O)c1ccccc1	3	-8	2	3	3
29	Cc1ccc(S(=O)(=O)N2CCOCC2)cc1NC(=O)COC(=O)COc1ccc(C#N)cc1	-7	-5	3	-1	-1
30	COc1ccc(CC(=O)NCc2ccc3c(c2)OCO3)cc1	-1	3	-10	-2	4
31	CCOC(=O)C1=C(C)Nc2nnnn2C1c1cccc(OC)c1OC (centres undefined)	0	2	4	-2	7
32	CCOC(=O)c1c(C)oc2ccc(OCC(N)=O)cc12	-19	-11	7	0	6
33	Clc1cccc(CN2CCSCC2)c1	11	1	2	5	-9
34	Cc1cc(NC(=O)/C(C#N)=C/c2ccc(-c3ccc(SC(F)F)cc3)o2)n(-c2ccccc2)n1	10	-2	4	2	0
35	CCOP(=O)(c1ccccc1)c1nc(-c2ccccc2C)oc1N1CCCCC1 (centres undefined)	-3	-14	4	-2	2
36	CCN(CC(=O)NCc1cccs1)C(=O)c1cc(Br)ccc1O	-9	10	-3	5	-8

entry	PLCg1 inh	ADAM10 inh	ADAM17 inh	KLK7 zymogen act	ASAP1 inh
25	5	11	4	0.4	12
26	2	-9	-4	0.2	-8
27	17*	-2	-5	x	x
28	2	-4	-2	0.7	2
29	1	0	0	-0.9	-1
30	2	11	-3	-1.0	14
31	-1	-3	-3	1.0	1
32	15*	4	3	-0.5	0
33	4	2	-2	0.0	2
34	-6	-29	-10	-0.8	4
35	-59	0	-3	-3.7	-8
36	-2	1	0	0.1	5

Arranged by count of non-hydrogen atoms (falling): 3 of the compounds above.
entry	molecule	TDP2 absorb	ARFGAP1 inhibitor	DDE Tn6 FP inh	LEDGF integ inh	DDE Tn7 FP inh
29	Cc1ccc(S(=O)(=O)N2CCOCC2)cc1NC(=O)COC(=O)COc1ccc(C#N)cc1	-7	-5	3	-1	-1
31	CCOC(=O)C1=C(C)Nc2nnnn2C1c1cccc(OC)c1OC (centres undefined)	0	2	4	-2	7
25	Cc1ccc(-c2cc(-c3ccccc3[N+](=O)[O-])[nH]n2)c(O)c1	-8	41*	-20	1	3

entry	PLCg1 inh	ADAM10 inh	ADAM17 inh	KLK7 zymogen act	ASAP1 inh
29	1	0	0	-0.9	-1
31	-1	-3	-3	1.0	1
25	5	11	4	0.4	12

Entries listed so far marked active in ADAM10 inh:
entry	molecule	TDP2 absorb	ARFGAP1 inhibitor	DDE Tn6 FP inh	LEDGF integ inh	DDE Tn7 FP inh
16	COc1cc(Br)cc(CNc2ccc(F)c([N+](=O)[O-])c2)c1O	-1	0	4	-1	3

entry	PLCg1 inh	ADAM10 inh	ADAM17 inh	KLK7 zymogen act	ASAP1 inh
16	0	20*	6	-0.2	-4

New compounds follow.
entry	molecule	TDP2 absorb	ARFGAP1 inhibitor	DDE Tn6 FP inh	LEDGF integ inh	DDE Tn7 FP inh
37	Cc1cccc(C(=O)NCCCN2CCCC2=O)c1	-16	-8	-10	-4	-1
38	CS(=O)(=O)NNC(=O)c1csc(Cc2c(Cl)sc3ccc(Cl)cc23)n1	19	7	-2	-1	5
39	O=C(NCC(=O)N1CCN(Cc2ccccc2)CC1)c1cccs1	-3	-5	-1	-2	4
40	CN(Cc1ccccc1)S(=O)(=O)CCNC(=O)c1ccc2c(c1)OCO2	16	-3	-5	-2	-12
41	CCC1(c2ccc(F)cc2)NC(=O)N(CC(=O)Nc2cc(C)on2)C1=O (centres undefined)	1	-12	-1	1	-2
42	O=C1CCN(Cc2ccc([N+](=O)[O-])cc2)CCN1[C@H](CO)Cc1ccccc1	12	7	1	1	-7
43	O=C(CCNC(=O)C1CCN(S(=O)(=O)c2ccccc2)CC1)NCc1ccc(Cl)c(Cl)c1	24	0	-1	0	5
44	O=c1ccn(C2CCCCC2)c(=O)[nH]1	-2	1	5	-1	-7
45	COc1cc2cc(C)c(Br)c(OC)c2cc1OC	-3	4	3	1	6
46	CC[C@]12c3[nH]c4cc(-c5ccco5)ccc4c3CCN1C(=O)[C@@H](CC(=O)NCCCN(C)C)C[C@@H]2C(=O)N1CCN(C(=O)C2CC2)CC1	-4	-8	2	3	-6
47	N#Cc1nc(COc2ccccc2)oc1N1CCCCCC1	-5	15	-4	-1	-6
48	O=C(c1nc2ccccn2c1CNCCOc1cccnc1)N1CCOCC1	3	-14	-1	-2	-6

entry	PLCg1 inh	ADAM10 inh	ADAM17 inh	KLK7 zymogen act	ASAP1 inh
37	6	10	1	0.5	-2
38	1	-6	-2	-0.2	1
39	0	-9	0	-0.1	-5
40	-1	-8	-4	-0.2	-16
41	-1	-7	-6	0.2	-3
42	1	5	0	-0.1	-2
43	1	3	0	0.5	-22
44	3	-17	2	0.4	14
45	5	4	-2	1.0	-3
46	-130	-279	-63	64*	8
47	2	-20	-3	0.1	13
48	0	-4	-3	-0.2	5

Rows are unselected (roughly 4.2% active in at least one column).
